# OXTR ag = human OXTR agonists, primary screen, fluorescence, CHO-OTR cells, Fluo-8 calcium | AID 2435, 2010 | Fluo-8 calcium fluorescence; normalized: DMSO 0%, oxytocin 100% | Oxytocin receptor (Homo sapiens), P30559 | 320,000 tested, 0.32% active | activation, % at 3 µM;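 active = activation above the mean of all tested compounds plus 3 SD, cutoff set per screening run, cut at about 20% in these data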;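 note: peak over basal fluorescence ratio from a 100 s FLIPR kinetic read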
# Target sequence (P30559 whole entry, looked up): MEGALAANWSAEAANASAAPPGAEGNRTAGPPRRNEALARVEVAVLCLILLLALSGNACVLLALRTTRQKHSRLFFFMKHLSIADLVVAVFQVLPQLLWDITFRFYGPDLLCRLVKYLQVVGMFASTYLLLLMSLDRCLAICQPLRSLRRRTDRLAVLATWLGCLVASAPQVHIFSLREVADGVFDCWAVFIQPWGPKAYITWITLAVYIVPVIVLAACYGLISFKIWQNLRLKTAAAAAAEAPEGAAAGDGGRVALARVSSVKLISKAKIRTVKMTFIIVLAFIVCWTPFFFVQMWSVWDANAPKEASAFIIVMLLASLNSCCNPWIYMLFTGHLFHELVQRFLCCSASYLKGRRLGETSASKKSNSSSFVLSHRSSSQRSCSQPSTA
# OXTR potentiate = human OXTR potentiators, primary screen, fluorescence, CHO-OTR cells, Fluo-8 calcium. Oxytocin receptor (Homo sapiens), P30559. Fluo-8 calcium fluorescence, potentiator mode; 0% = oxytocin EC15, 100% = EC100. activation, % at 3 µM. 320,000 tested, 0.061% active;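 active = activation above that plate's cutoff, the mean activation of tested compounds plus 3 SD, cut at about 6.6% in these data, passing the limit was not always enough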;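 note: 100% uses oxytocin at 75 nM as the full agonist control; some results filed as inactive read as strong as hits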
#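 Assay system: CHO cell line stably expressing human OTR | Also added: Oxytocin at about EC15, sub-maximal agonist stimulus | Times: Compound 6 min at room temperature before oxytocin, 100 s read | Measured by: Fluo-8 intracellular calcium fluorescence, ex 470-495, em 515-575 nm | Controls: EC15 oxytocin alone as 0%, 75 nM oxytocin as 100%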
# MEKK2 mut-MEK5 = MEK5 binding signal on mutant MEKK2 PB1, primary screen, biochemical, multiplex bead flow cytometry, Alexa488-MEK5. AID 1530, 2009. Alexa488-MEK5 binding to MEKK2 mutant. 290,000 tested, 0.35% active. percent response, % at 10 µM; in the data active = percent response above about 24%, passing the limit was not always enough; note: inactives centre near 1; some results filed as inactive read as strong as hits
# GPR7 antagonist = GPR7 receptor antagonists, primary screen, cell-based, fluorescence, single concentration; inhibition, % at 4.4 µM; Neuropeptides B/W receptor type 1 (Homo sapiens), P48145; GPR7-expressing cells, fluorescence antagonist assay; 290,000 tested, 1.1% active; in the data active = inhibition above about 16%, passing the limit was not always enough;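 note: cells stimulated with the agonist NPW; 0% = agonist with vehicle and 100% = vehicle without agonist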
# NALP1 yeast inh = NALP1 inflammasome inhibitors in reconstituted yeast, colorimetric, S. cerevisiae, triplicate retest; S. cerevisiae NALP1/ASC/caspase-1 growth, X-gal OD620, 72 h; AID 2071, 2009; 280,000 tested, 0.61% active; inhibition, % at 10 µM; in the data active = inhibition mostly above about 24%, no sharp cut-off; inactive = mostly below about 32%; note: some compounds called inactive have numbers as strong as hits
# PfM18AAP inh = PfM18AAP inhibitors, malaria aminopeptidase, primary screen, biochemical, QFRET, recombinant enzyme | H-Glu-NHMec fluorogenic cleavage | inhibition, % at 7.35 µM | 290,000 tested, 1.2% active;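 active = inhibition above the campaign mean inhibition over all tested compounds plus 3 SD, cut at about 28% in these data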;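 note: 0% = plate median of test compound wells and 100% = 2 mM ZnCl2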
# GalR3 antag = GalR3 antagonists in HEK293 cells, primary screen, cell-based, fluorescence readout. Galanin receptor type 3 (Homo sapiens), O60755. HEK293 GalR3-CNG cAMP membrane potential fluorescence; galR3 body fused to GalR1 C-terminus. inhibition, % at 3 µM. 360,000 tested, 0.44% active. AID 651719, 2012;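 active = inhibition above the screen-wide average plus 3 SD, cut at about 13% in these data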;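 note: forskolin and galanin both at EC90 stimulate the cells; cAMP rise reported by CNG channel membrane potential dye signal; 0% = forskolin plus galanin with DMSO and 100% = forskolin alone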
# Target sequence (O60755 1-299 limits assumed): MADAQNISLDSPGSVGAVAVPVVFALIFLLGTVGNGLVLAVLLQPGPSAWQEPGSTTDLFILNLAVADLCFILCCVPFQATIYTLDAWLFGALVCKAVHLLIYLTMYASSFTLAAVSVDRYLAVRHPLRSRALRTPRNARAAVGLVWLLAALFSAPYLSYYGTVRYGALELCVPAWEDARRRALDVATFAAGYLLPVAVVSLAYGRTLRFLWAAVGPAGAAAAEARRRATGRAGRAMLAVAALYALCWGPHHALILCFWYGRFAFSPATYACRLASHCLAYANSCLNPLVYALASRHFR
# MEKK2wt PB1 HTS = modulators of MEK5 binding to wildtype MEKK2, primary screen, biochemical, multiplex bead flow cytometry, Alexa488-MEK5 | Alexa488-MEK5 binding to MEKK2 WT; actives lie on both sides | 290,000 tested, 1.1% active | AID 1531, 2009 | Mitogen-activated protein kinase kinase kinase 2 (Homo sapiens), Q9Y2U5 | binding response (% of control), % at 10 µM; in the data active = binding response below about 67% or above about 130%
# V1aR counter = agonists of human V1a receptor, primary screen, counter-screen for OXTR agonist project, fluorescence, CHO-V1R cells; Vasopressin V1a receptor (Homo sapiens), P37288; activation, % at 3 µM; 320,000 tested, 0.25% active; Fluo-8 calcium fluorescence, agonist mode; 0% DMSO, 100% 3 nM vasopressin; AID 2797, 2010;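 active = activation above the mean activation of all tested compounds plus 3 SD, per screening run, cut at about 20% in these data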;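 note: signal is peak over basal fluorescence ratio across a 100 second FLIPR read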
# Target sequence (P37288 whole entry, looked up): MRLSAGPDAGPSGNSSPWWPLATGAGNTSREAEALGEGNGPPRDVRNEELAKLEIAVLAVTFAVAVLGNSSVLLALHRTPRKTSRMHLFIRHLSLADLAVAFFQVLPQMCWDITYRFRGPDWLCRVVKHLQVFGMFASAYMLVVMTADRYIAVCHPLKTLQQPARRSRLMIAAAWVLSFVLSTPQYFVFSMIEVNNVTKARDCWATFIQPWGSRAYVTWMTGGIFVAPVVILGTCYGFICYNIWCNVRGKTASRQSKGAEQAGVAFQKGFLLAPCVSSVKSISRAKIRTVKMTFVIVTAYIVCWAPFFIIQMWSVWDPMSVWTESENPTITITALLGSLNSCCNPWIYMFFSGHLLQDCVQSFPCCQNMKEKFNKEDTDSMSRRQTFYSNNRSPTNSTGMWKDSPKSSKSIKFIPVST
# An asterisk follows results filed as active; nt = not tested or not shown; [ ] = dose if it differs, or a comment. Random draw from the library; any-hit rate near 4.1%.
SMILES,OXTR ag,OXTR potentiate,MEKK2 mut-MEK5,GPR7 antagonist,NALP1 yeast inh,PfM18AAP inh,GalR3 antag,MEKK2wt PB1 HTS,V1aR counter
CCN(CC)S(=O)(=O)c1ccc(OC)c(NC(=S)Nc2cccc(C)c2)c1,-0.2,-3,-2,-9,32,-2,nt,98,1.1
COCC(C)NC(=O)c1ccc(CN2CCc3ccccc3C2)cc1 (stereo unspecified),0.6,-4,3,-5,26,9,-4,104,1.6
COc1ccc(C(=O)NCCSc2ccccc2)cc1,-3.1,-9,0,-2,28,-2,6,104,-0.6
COC(=O)c1sccc1NC(=O)c1cc(C)on1,0.1,1,nt,-12,nt,3,nt,nt,0.3
CCN(CC(=O)Nc1ccccc1C(F)(F)F)C(=O)c1ccc(N2C(=O)CCC2=O)cc1,-0.3,-9,4,-13,1,-14,0,106,0.1
COc1ccc(-c2nn(-c3ccccc3)cc2C(=O)Nc2ccc(C(=O)O)cc2)cc1,1.1,-7,8,-5,-7,-2,-4,108,1.8
COc1ccccc1/C=C/C=N/N1CCN(c2ccccn2)CC1,-1.4,3,5,-6,-5,-4,-2,108,0.3
COc1ccc(CCNC(=S)N2CCC(C(N)=O)CC2)cc1,0.0,1,-3,-7,nt,5,-4,80,1.8
CCCCN(C)C(=O)Cn1cnc2sc(C)c(S(=O)(=O)N3CCN(c4ccccc4OC)CC3)c2c1=O,1.7,-8,5,-9,-25,-3,-9,104,1.2
CC(C)CN1CCN(Cc2cccn2-c2cccnc2)CC1CCO (stereo unspecified),0.2,3,-7,2,4,-1,-1,94,0.6
Fc1ccc(-c2nnn(Cc3ccc(F)cc3Cl)n2)cc1,-1.6,-10,0,-4,-4,1,-10,99,-0.9
Cc1ccc(CNC(=O)C2CC(c3ccccc3[N+](=O)[O-])=NO2)o1 (stereo unspecified),-0.2,0,2,-13,15,-9,-5,104,0.2
Cc1ccc(NC(=O)c2ccc(Cn3cc(Cl)cn3)o2)c(C)c1,-0.4,-10,8,-10,17,2,-3,111,-1.1
Cc1cccc(NC(=O)CSc2nnc(Cc3ccccc3)o2)c1,-0.3,-23,-42,-7,-4,1,-1,95,5.1
Cc1nc2sc(-c3ccccc3)cc2c(=O)n1-n1cccc1,4.9,-21,-2,-9,-15,12,-1,101,5.8
Cc1ccc(NC(=O)CCCc2nc3ccccc3c(=O)[nH]2)c(Cl)c1,-1.5,4,nt,nt,nt,nt,-4,nt,-1.1
CCOC(=O)c1ccc(N2C(=O)c3n[nH]c(C)c3C2c2ccccn2)cc1 (stereo unspecified),-0.6,0,5,-12,10,2,5,102,-0.7
CCOc1cc(C2c3c(oc4cc(C)c(Cl)cc4c3=O)C(=O)N2Cc2ccco2)ccc1O (stereo unspecified),0.8,1,-10,0,-11,2,-4,86,0.2
O=S(=O)(Nc1nccs1)c1ccc2c(c1)OCCO2,1.1,0,-10,-6,-3,11,-5,91,3.2
COc1cccc(N2C(=NC(=O)CCc3ccccc3)SC3CS(=O)(=O)CC32)c1 (stereo unspecified),2.0,-3,5,-20,-24,1,3,105,3.2
O=C(CCCCCNc1nc(=S)[nH]c2ccccc12)NCCc1c[nH]c2ccccc12,5.4,-11,0,-9,-3,16,1,111,5.8
O=C(/C=C/c1ccc([N+](=O)[O-])cc1)NCCSc1ccccc1,1.1,-2,14,11,27,2,1,120,3.6
O=C(CSc1nnnn1-c1ccccc1)NCCCN1CCCC1=O,0.8,-1,nt,nt,nt,nt,-4,nt,0.5
COc1cccc(NC(=O)COC(=O)CCCc2c[nH]c3ccccc23)c1,5.8,-4,4,8,19,1,-4,109,2.4
O=C(/C(=C(\O)c1ccccc1)c1ncc[nH]1)c1ccccc1,0.3,-5,-6,-10,-13,4,3,98,0.1
Cc1ccc(-c2cc(C(=O)NCCCN3CCOCC3)c3ccccc3n2)cc1C,3.1,-7,1,-1,5,1,-4,108,3.3
S=c1[nH]cc(-c2ccccc2)[nH]1,-0.5,-3,3,-10,nt,12,-2,102,0.9
COc1ccc(CCNC(=O)C2CCN(S(=O)(=O)c3cccs3)CC2)cc1OC,-0.2,-2,9,-10,16,-8,-4,105,1.0
N#C/C(=C\c1ccccc1)C(=O)NC(=O)Oc1ccccc1,0.3,0,0,4,2,-6,-7,97,-0.2
c1ccc(N2CCN(Cc3ccsc3)CC2)nc1,0.6,-3,-2,-6,27,-8,-1,97,0.3
O=C(Nc1ccccc1)C1CCCN1S(=O)(=O)c1ccc(Br)cc1 (stereo unspecified),-0.9,-7,6,-14,9,2,-1,110,2.3
Fc1cc(F)cc(NC(=S)NN2CCOCC2)c1,0.4,0,3,1,-4,0,3,104,0.4
COc1cc(C(=S)N2CCCCC2)ccc1OCC(=O)N1CCCC1,0.6,-13,5,8,8,-2,-2,118,-0.4
O=C1c2ccccc2-c2onc3ccc(NCc4ccco4)c1c23,58*,-31,-18,-8,0,25,nt,53*[inhibitor],35*
CC(C)CC(c1nnnn1CC1CCCO1)N1CCN(C2CCCC2)CC1 (stereo unspecified),nt,nt,12,-11,9,3,1,106,nt
COc1ccc(N2CCN(C(=O)Cc3ccc(OC)c(OC)c3)CC2)cc1,3.8,0,6,-5,12,5,0,109,3.9
Cc1ccc(C)c2nc3sc(C(=O)N4CCCc5ccccc54)c(N)c3cc12,1.2,-13,nt,0,0,-6,-3,nt,1.1
Cc1ccc(-n2ncc3c2CC(C)(C)CC3NC(=O)CCN2CCCO2)cc1 (stereo unspecified),-0.7,-5,0,-11,16,-11,2,103,-0.2
COc1cccc(CN(C)C(=O)c2ccc(COc3ccc(Cl)cc3)cc2)c1OC,-0.2,-12,-1,-3,8,-3,-8,102,5.6
O=C(NCCCN1CCOCC1)c1cc(-c2ccccc2)nc2ccccc12,0.3,-7,nt,nt,nt,nt,-2,nt,-0.1

# Reprinted at random: three records from the list
SMILES,OXTR ag,OXTR potentiate,MEKK2 mut-MEK5,GPR7 antagonist,NALP1 yeast inh,PfM18AAP inh,GalR3 antag,MEKK2wt PB1 HTS,V1aR counter
Cc1ccc(-n2ncc3c2CC(C)(C)CC3NC(=O)CCN2CCCO2)cc1 (stereo unspecified),-0.7,-5,0,-11,16,-11,2,103,-0.2
COc1cccc(CN(C)C(=O)c2ccc(COc3ccc(Cl)cc3)cc2)c1OC,-0.2,-12,-1,-3,8,-3,-8,102,5.6
Cc1ccc(C)c2nc3sc(C(=O)N4CCCc5ccccc54)c(N)c3cc12,1.2,-13,nt,0,0,-6,-3,nt,1.1

# (further entries)
SMILES,OXTR ag,OXTR potentiate,MEKK2 mut-MEK5,GPR7 antagonist,NALP1 yeast inh,PfM18AAP inh,GalR3 antag,MEKK2wt PB1 HTS,V1aR counter
NC(=O)c1cc(S(=O)(=O)NCCCc2ccccc2)cs1,2.3,-4,5,-13,-7,5,-10,108,3.1
CCOc1ccccc1OCC(=O)NNC(=S)NC1CCCCC1,0.6,0,1,-5,-27,-3,6,102,1.0
CC(C)CCNC(=O)CN(C(=O)CCC(=O)Nc1nccs1)C1CCCCC1,1.2,-8,0,6,14,-2,1,100,0.1
COc1ccc(C(CNC(=O)c2ccc(Br)o2)N2CCN(C)CC2)cc1 (stereo unspecified),1.2,-2,nt,nt,nt,nt,-3,nt,0.0
O=C(COC(=O)CC1CCCC1)Nc1ccccc1[N+](=O)[O-],-2.4,-4,nt,nt,nt,nt,-1,nt,-1.0
COc1ccc(C(=O)/C=C/C(=O)N(CC(=O)NC2CCCCC2)Cc2cccs2)c(O)c1,-2.0,-14,-5,-4,2,3,10,89,-1.8
COc1ccc(CNC(=O)c2n[nH]c3ccccc23)cc1OC,1.5,-24,-42,14,5,5,-4,101,1.1
COc1cccc(NC(=O)c2cccnn2)c1,1.0,1,2,-2,11,-4,-9,103,-0.9
C=CCc1cc(/C=C/c2nc(O)c([N+](=O)[O-])c(=O)[nH]2)cc(OC)c1O,-0.2,-7,-2,-1,-3,28,-6,101,0.3
CC1CCCCN1CC(=O)Nc1ccc2c(c1)OCO2 (stereo unspecified),0.8,-5,nt,nt,nt,nt,-7,nt,0.3
CC(=O)Nc1ccc(NC(=O)C23CC4CC(C2)CC(n2cnc(Br)n2)(C4)C3)cc1,1.6,-1,-19,-2,11,-9,5,76,2.3
O=C(Nc1ccccc1C(=O)N/N=C/c1ccncc1)c1ccccc1,0.0,4,7,-7,1,-1,-6,108,0.1
O=c1[nH]c(/C=C\c2ccc(O)c(O)c2)nc(O)c1[N+](=O)[O-],nt,nt,3,-27,-1,78*,1,102,nt
CSCCC(NC(=O)c1ccccc1Br)C(=O)NCC(C)(C)N1CCOCC1 (stereo unspecified),-0.2,6,nt,nt,nt,nt,-3,nt,0.7
O=C(Nc1ccccc1N1CCCCC1)c1ccc2nccnc2c1,-1.3,-14,1,-16,11,-6,-6,102,-1.4
CCCn1c(O)c(N=N)c2ccccc21,0.3,-1,0,-7,19,9,-4,102,0.3
COc1cc(-c2ccc(NC(=O)c3ccc(C)cc3)c(OC)c2)ccc1NC(=O)c1ccc(C)cc1,nt,nt,1,-5,3,-4,-6,99,nt
Cc1ccc2ncccc2c1NS(=O)(=O)c1ccccc1,0.7,-6,3,9,-24,-11,1,106,1.4
CCOC(=O)C1(CCC(C)C)CC(CSc2nc3ccccc3[nH]2)OC1=O (stereo unspecified),1.8,-12,-2,6,-7,-23,-12,96,4.7
O=c1oc2ccccc2c(Nc2cc3ccccc3cc2O)c1[N+](=O)[O-],2.3,-9,-10,17,12,5,-3,85,3.7
CC(=O)c1cccc(OCc2cc(C(=O)NC3CCN(Cc4ccccc4)CC3)no2)c1,6.1,-10,-1,3,-16,-3,1,105,11
Cc1ccc([N+](=O)[O-])cc1-c1[nH]c(-c2ccc(O)c(O)c2)nc1-c1ccccc1,-0.6,-1,-4,9,-1,73*,-5,85,-1.1
O=C(Nc1ccccc1N1CCCCC1)c1ccc(-c2cccc(Cl)c2)o1,-0.1,-9,-1,5,27,-3,1,105,-0.2
Cn1ccc(C(=O)Nc2sc3c(c2C(N)=O)CCCCC3)n1,0.0,-2,3,3,20,38*,2,101,0.5
CN(C)C(CNC(=O)CCNC(=O)c1ccc(Cl)cc1)c1ccco1 (stereo unspecified),-0.8,2,nt,nt,nt,nt,-2,nt,-1.2
CCC1Oc2ccccc2N(CC(=O)Nc2ccc(OC)cc2OC)C1=O (stereo unspecified),-0.2,-7,5,11,11,-8,-7,107,0.0
COC(=O)C1(CCSC)NC(c2ccc(O)cc2)C2C(=O)N(c3ccc4c(c3)OCCO4)C(=O)C21 (stereo unspecified),0.2,-8,2,-7,16,-1,-1,104,1.1
N#Cc1ccc(C#Cc2ccc3oc4ccccc4c(=O)c3c2)cc1,-0.3,-4,nt,nt,nt,nt,-5,nt,0.0

# Screens as filed in PubChem BioAssay.
